Compound activity deposited in PubChem BioAssay by Broad Institute.
ARNT TACC3 PPI = disruptors of ARNT/TACC3 protein interaction, primary screen, biochemical, AlphaScreen, single concentration; Transforming acidic coiled-coil-containing protein 3 (Homo sapiens), Q9Y6A5; AlphaScreen His-ARNT PAS-B/GST-TACC3 binding, luminescence; TACC3 fragment carries E629A point mutation; inhibition, % at 9.99 µM; 390,000 compounds, 0.66% hits;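 active = mean inhibition of replicates at least 50% and at least half of replicates each reaching 50%; inconclusive = half or more replicates reach 50% but mean below 50%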;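 also: 0% = complete ARNT plus TACC3 wells and 100% = ARNT alone without TACC3; many hits fall short of the cut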
LGR2 antag = inhibitors of bursicon-induced LGR2 CRE-luciferase signal, primary screen, cell-based, HEK293, CRE-luciferase reporter, bursicon stimulation. Drosophila bursicon receptor LGR2 (rickets). bursicon-stimulated, 4 h. inhibition, % at 9.99 µM. 380,000 compounds, 0.35% hits;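 active = drop in luminescence signal, shown as inhibition above about 50% in the replicate tests, limit read from the data, passing the limit was not always enough; inconclusive = probably only some replicates passing the limit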;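 also: agonist challenge used bursicon conditioned medium at about half maximal strength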
PglD inh = C. jejuni PglD acetyltransferase inhibitors, primary screen, biochemical, DTNB colorimetric, single point | UDP-N-acetylbacillosamine N-acetyltransferase PglD (Campylobacter jejuni) | purified PglD enzyme, DTNB colorimetric CoA detection | inhibition, % at 12.5 µM | 360,000 compounds, 0.098% hits; in the data active = inhibition above about 16%, passing the limit was not always enough; inconclusive = no clear call, values can overlap the other calls; also: strong numbers were not always called active
PAX8 inh HTS = inhibitors of PAX8-driven TPO luciferase reporter, primary screen, RMG-I cells, single concentration. SteadyGlo, 24 h. inhibition, % at 12.6 µM. 360,000 compounds, 1.2% hits;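 active = mean replicate inhibition at least 60% with every replicate also reaching 60%; inconclusive = only one of the two criteria is met; inactive = mean below 60% and not all replicates reaching 60%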;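 also: luciferase light reporting Pax8 driven TPO promoter activity; plate controls were median of neutral control wells for no effect and mitoxantrone controls for full effect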
Cneo AK release = Cryptococcus neoformans cell lysis inducers, primary screen, AK release luminescence, single concentration; C. neoformans lysis, adenylate kinase release luminescence, 4 h; normalised: neutral wells 0, clomiphene wells 100; AID 651654, 2012; 360,000 compounds, 0.2% hits; lysis activity, % at 15 µM;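 active = mean lysis activity across replicates of at least 80%, whatever share of replicates individually reach that level; inactive = mean lysis activity below 80%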
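Material – Cryptococcus neoformans yeast cells · Quantity – 5 × 10^6 yeast cells/mL · Buffer or medium – YPD medium · Compound – single dose · Timing – 4 h static compound exposure, 37 °C, read 1 h post-reagent · Signal – adenylate kinase release luminescence · Read-out basis – lysis from increased AK signal · Benchmarks – Clomiphene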
PGC1a acetyl inh = inhibitors of PGC1a acetylation signal, primary screen, cell-based, U2OS, AlphaScreen, inhibitor mode; inhibition, % at 15.6 µM; 350,000 compounds, 0.17% hits; AlphaScreen anti-acetyl-lysine; with virally co-expressed GCN5 acetyltransferase;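 active = every replicate shows inhibition of at least 40%; inconclusive = mean inhibition at least 40% but some replicate below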;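 also: 0% = neutral control wells and 100% = positive control wells; some results beyond the cut were filed as inactive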
C2C12 statin = suppressors of statin myotoxicity in C2C12 myotubes, primary screen, cell-based, single point, plate reader. C2C12 myotubes + simvastatin, ATP luminescence, 48 h; scaled: DMSO 0, geranylgeraniol control 100. rescue of ATP level, % at 7.49 µM. 330,000 compounds, 0.78% hits. AID 602340, 2012;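 active = mean ATP rescue above about 67%, or every replicate alone reaching that limit, limit read from the data, passing the limit was not always enough; inconclusive = no clear call, values can overlap the other calls; inactive = mean under the limit and some replicate under it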;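 also: myotubes were challenged with 10 µM simvastatin during compound exposure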
GSIS activator = GLuc luminescence reporter in INS-1E cells, primary screen for activators of glucose-dependent secretion of insulin; INS-1E GLuc reporter insulin secretion, 2-3 h; activation, % at 16.6 µM; 370,000 compounds, 0.61% hits;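 active = lowest replicate activation of at least 40%, so every replicate reaches that level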;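 also: 0% = median of neutral control wells and 100% = median of IBMX positive control wells; some compounds called inactive have numbers as strong as hits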
* marks the source's active call; other numbers are inactive results; ? = inconclusive; / = no result given.

Below each compound – ARNT TACC3 PPI, LGR2 antag, PglD inh, PAX8 inh HTS, Cneo AK release, PGC1a acetyl inh, C2C12 statin, GSIS activator
COc1ccc(C(=O)COC(=O)c2cncc(Br)c2)cc1
  5.1, -2.8, -0.9, -19.2, -0.4, 23.2, 22.3, 17.0
Cc1ccc(NC(=O)C2CC(=O)N(CCc3ccccc3)C2)cc1Cl (configuration not stated)
  -2.8, -4.6, -5.7, 3.8, 0.2, -6.6, -0.7, -75.4
CCOC(=O)C1=C[C@@H](C(C)C)N(S(=O)(=O)c2ccc([N+](=O)[O-])cc2)[C@H]1c1ccccc1
  /, 2.5, -4.0, 9.4, 2.8, -25.6, -1.6, -2.6
CNC[C@@H]1OCCCC[C@H](C)Oc2ccc(NS(=O)(=O)c3ccc(C)cc3)cc2C(=O)N([C@@H](C)CO)C[C@@H]1C
  1.1, -25.8, 4.1, -6.3, -6.6, -4.0, -28.2, 13.1
C[C@@H]1CN([C@@H](C)CO)C(=O)c2cccc(NS(=O)(=O)c3ccccc3)c2O[C@@H]1CN(C)Cc1ccc(C(=O)Nc2ccccc2N)cc1
  -0.6, -0.3, 0.3, 36.8, 1.8, -2.2, 23.9, 11.6
Cc1noc(C)c1NC(=O)Nc1ccc2c(c1)C(=O)N(C)[C@H]1CC[C@H](CC(=O)Nc3ccc4c(c3)CCCC4)O[C@@H]1CO2
  -2.8, -3.8, -0.1, 10.4, -2.4, -4.6, -12.1, 2.0
COc1cc(CN(C2CCCCC2C)S(=O)(=O)c2ccc(S(=O)(=O)NC3CC3)cc2)cc(OC)c1OC (configuration not stated)
  -9.7, /, -0.3, 22.4, -2.4, 7.8, -8.8, 6.3
COc1ccc(NC(=O)N(C)C[C@H]2Oc3c(NC(=O)Nc4cccc5ccccc45)cccc3C(=O)N([C@H](C)CO)C[C@H]2C)cc1
  13.5, -14.7, -3.6, /, -2.0, -5.7, ?, -9.7
COc1cc(C(CCN2CCN(c3ccccc3)CC2)c2c(OC)cc(OC)c3c(C)cc(=O)oc23)cc(OC)c1OC (configuration not stated)
  7.0, 15.4, -1.2, 15.7, -2.3, -40.7, 7.1, 0.1
CC1CCC(NC(=O)C2CCN(S(=O)(=O)c3cccc4nonc34)CC2)CC1 (configuration not stated)
  7.5, 33.0, 0.4, 2.5, 1.8, /, 5.9, -4.0
O=C(CNC(=O)C(c1ccccc1)c1ccccc1)N/N=C/c1ccc(O)cc1O
  27.6, 9.2, /, 23.7, /, /, 46.1, -29.1
NCCCC[C@@H](C(=O)N1CCNCC1)n1cc([C@@H](N)CO)nn1
  -4.5, -8.1, 5.4, -13.1, 6.4, -0.8, 4.6, 29.4
CN(CC(=O)NCc1ccncc1)S(=O)(=O)c1ccc(Br)cc1
  -5.1, 4.8, 6.6, /, -1.2, 0.2, 6.6, 5.9
COc1ccc(S(=O)(=O)N2CCC(C(=O)Nc3nccs3)CC2)cc1
  -8.4, -7.9, -3.4, /, 1.9, -1.0, /, /
CC1CCN(C(=O)COC(=O)c2cccc(S(=O)(=O)N(C)c3ccccc3)c2)CC1
  2.7, 6.1, -4.8, 0.2, -0.7, 12.7, 3.9, -57.4
Cc1cc(=O)[nH]c(SCC(=O)N2CCN(C(c3ccccc3)c3ccccc3)CC2)n1
  4.1, 8.1, -3.8, /, -0.6, /, 24.0, -12.5
C[C@@H]1CCCCO[C@@H](CN(C)Cc2ccc(C(=O)O)cc2)[C@H](C)CN([C@@H](C)CO)C(=O)c2cc(NS(=O)(=O)c3ccccc3)ccc2O1
  -5.3, 6.9, -2.5, -14.6, 0.0, 3.5, -21.9, 16.9
Clc1ccccc1-c1cccc2nccn12
  /, 4.3, 1.4, -11.5, 0.1, /, 2.5, 0.0
COc1ccc(NC(=O)Nc2ccc3c(c2)CC(=O)N([C@H](C)CO)C[C@H](C)[C@H](CN(C)C(=O)Nc2cccc4ccccc24)O3)cc1
  5.2, -3.8, 1.6, -10.8, 8.4, -0.9, 10.2, 3.3
O=C(O)Cc1ccc(-c2ccccc2-c2ccccc2)cc1
  -4.4, 4.2, 5.0, /, -4.1, -6.6, /, 13.6
CCc1nnc(NC(=O)CCN2C(=O)/C(=C/c3cc(OC)c(OC)c(OC)c3)SC2=S)s1
  -0.2, 10.0, 2.9, 5.3, 5.0, /, -1.1, 4.8
O=C1CCc2cc(S(=O)(=O)N3CCCC3C(=O)N3CCN(c4ccccc4F)CC3)ccc2N1 (configuration not stated)
  -14.6, 8.0, -1.3, -1.4, 1.3, /, 0.4, 25.2
CC(=O)N(C)C[C@H]1Oc2ncc(C#C[C@H](C)O)cc2C(=O)N([C@@H](C)CO)C[C@H]1C
  -3.0, -0.7, 4.3, /, -5.8, 1.5, 9.6, 15.0
CCc1nnc(NC(=O)C(C)N2C(=O)C3C4C=CC(C4)C3C2=O)s1 (configuration not stated)
  -2.3, /, 2.0, 4.5, -1.3, 2.4, 1.8, /
O=C1CN(C(=O)COc2c(F)c(F)cc(F)c2F)c2ccccc2N1
  0.0, 11.9, 0.2, 18.1, -2.6, -3.4, 0.3, 8.9
C[C@H](CO)N1C[C@H](C)[C@H](CN(C)Cc2ccc(-c3ccccc3)cc2)Oc2c(NS(=O)(=O)c3ccc(F)cc3)cccc2C1=O
  9.2, 15.5, 3.3, 64.7*, 1.6, 0.5, 35.3, -27.4
COc1ccc2oc(/C=C/N(C)C)c(C(=O)c3ccc(Cl)cc3)c2c1
  -0.8, -0.6, -2.4, /, -0.3, 5.7, -13.3, -11.7
CCOC(=O)N1CCN(Cc2c(O)ccc3ccccc23)CC1
  -3.3, 10.7, 6.0, -4.5, 0.1, /, 5.3, -21.1
CN(CC(=O)NCc1ccccc1Cl)CC(=O)Nc1ccccc1Br
  -1.3, 11.8, 6.0, -0.7, 0.1, -17.2, 0.4, -18.8
CC(C)Cc1nc2oc3c(=O)[nH]cnc3c2c2c1CCCC2
  -0.1, -5.0, -3.1, 1.4, -3.0, 2.4, /, 7.1

(more compounds)
Below each compound – ARNT TACC3 PPI, LGR2 antag, PglD inh, PAX8 inh HTS, Cneo AK release, PGC1a acetyl inh, C2C12 statin, GSIS activator
O=C(c1cnccn1)N1CC[C@H]2[C@H](CO)Nc3ccc(C#Cc4cccnc4)cc3[C@H]21
  0.9, -2.2, -2.6, 10.1, 57.1, -0.7, -13.3, -2.9
Cc1noc(C)c1CSc1nc2ccccc2[nH]1
  -0.7, /, 3.2, /, -0.9, -12.1, /, /
CCN(CC)C(=O)c1cccc(NC(=O)CCc2nc3sc4c(c3c(=O)[nH]2)CCCC4)c1
  3.1, 12.9, -1.9, 10.3, 0.3, /, 3.8, -5.4
CCCSc1nc2sc3c(c2c(=O)[nH]1)CC(C)(CC)OC3 (configuration not stated)
  -4.4, 4.0, -0.8, -14.4, 2.4, 1.0, -26.4, 23.2
N#CCCN(CCCN1CCOCC1)CN1C(=O)c2ccccc2C1=O
  /, 13.8, 10.8, -11.9, -0.2, /, 12.9, 17.1
Cc1nc(NCc2ccccn2)c2c3c(sc2n1)CCCC3
  0.7, -34.8, /, -6.1, /, -20.2, /, 15.6
COC(=O)c1cccc(NC(=O)Nc2ccc(Cl)cc2)c1
  5.4, -13.4, -4.2, -63.5, -8.7, 7.0, -0.2, 3.2
COc1cccc(C(=O)Nn2c(-c3cccs3)nc3ccccc3c2=O)c1OC
  -18.8, 5.1, /, 21.4, /, 10.4, 1.5, -12.0
C[C@@H](NC(=O)C[C@H]1C[C@H]2c3cc(NC(=O)C4CCC4)ccc3O[C@H]2[C@@H](CO)O1)c1ccccc1
  -7.9, -5.2, 0.7, 10.1, -1.6, 2.8, 3.1, -1.8
CCOC(=O)C1=CCN(S(=O)(=O)c2cccc(Cl)c2)C1c1ccc(F)cc1 (configuration not stated)
  /, 13.5, -6.7, 2.9, 14.6, -42.6, 6.0, -10.8
O=C(N1CCN(CCO)CC1)N1c2ccccc2C=Cc2ccccc21
  -6.4, /, 6.8, /, -1.7, -5.3, -0.5, /
Cn1cnc(S(=O)(=O)N2CCCCN3[C@H](C2)[C@H](c2ccc(C#CC4CCCC4)cc2)[C@@H]3CO)c1
  -4.4, 9.5, 3.9, -35.7, -1.6, 1.1, 1.0, 3.6
COc1ccc(S(=O)(=O)Nc2ccc3c(c2)C(=O)N([C@H](C)CO)C[C@H](C)[C@@H](CN(C)C(=O)NC2CCCCC2)OCCCC[C@@H](C)O3)cc1
  -11.6, -5.5, 0.7, -0.9, 0.6, -17.2, /, -7.7
Cc1cc(C)nc(S/C=C/C(=O)c2ccccc2)n1
  -5.4, -33.1, /, 5.7, /, -63.2, /, -3.2
Cn1cnc([N+](=O)[O-])c1Oc1cccc(O)c1
  -20.3, -8.4, /, 27.3, /, /, /, 16.2
COc1ccc(Nc2nc(Nc3ccc(OC)cc3OC)nc(N3CCN(C)CC3)n2)c(OC)c1
  -3.0, 13.6, -0.2, -28.8, 3.9, -10.2, 6.9, -22.4
Cc1sc2ncnc(SCC(=O)N3CCOCC3)c2c1C
  15.7, -4.4, -2.1, -0.8, 1.9, -4.5, -7.1, 13.2
COCC1CCN(C(=O)C2CCC(=O)N(C3CCCC3)C2)CC1 (configuration not stated)
  1.3, -8.7, 0.6, -23.8, 5.6, -5.2, -2.7, -2.1
COCCOC(=O)N1C(=O)[C@@]2(c3cc(C#Cc4ccc(OC)cc4)ccc31)[C@H](C(=O)NC[C@H](O)c1ccccc1)[C@H]1C(=O)O[C@H](c3ccccc3)[C@H](c3ccccc3)N1[C@@H]2c1ccc(O)cc1
  1.7, /, 2.8, /, -3.3, -8.7, /, /
COc1cccc(N2C(=O)CC(N3CCN(CCN=CC4=C(O)CC(C)(C)CC4=O)CC3)C2=O)c1 (configuration not stated)
  -7.9, 22.7, -3.8, 4.3, 1.1, -0.4, -0.6, -2.8
Cc1cc(N/N=C/c2cccc(Cl)c2)nc(-n2nc(C)cc2C)n1
  1.1, -1.9, 11.8, 14.7, 6.4, 3.6, -37.5, -10.8
CCOc1ccc(C(=O)N2CCN(C(=O)c3ccco3)CC2)cc1OCC
  1.7, -2.6, 0.1, /, -0.1, -5.4, -14.3, 4.9
